FUS suppressor: FUS proteinopathy suppression in yeast; S. cerevisiae FUS-expressing, growth rescue, OD600, 24 h; Potency, µM (highest dose often 76.6 µM), inactives show top-dose growth rescue (activation), hits mostly activators; 0.24% of 390,000 active; AID 1347120;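 also: potency is read from the fitted curve at half-maximal effect; plate controls were DMSO vehicle for no effect and reference control for full effect; nearly all actives have a fitted effect of over 55% in size; some results filed as inactive show a strong effect at the top dose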
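Steps: raffinose overnight preculture; dilution to OD 0.005 in 2% galactose minimal medium; compound addition (concentration series); 24hr at 30C, 99% humidity; absorbance read at 600 nm.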
pAkt inh: Akt phosphorylation inhibition; Neuro2A IGF-stimulated pAkt S473 HTRF, 20 min; hits give low values; activity change, % for hits at 50 µM; 0.32% of 360,000 active; AID 651550; in the data active = activity change below about -80%; inconclusive = mostly about -51% to -80%; also: % is scaled to controls: 0 for no effect and ±100 for the full control effect
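Single-point screen (50 µM final compound) in Neuro2A cells stimulated 20 min with 6 nM IGF at 37 deg C. After lysis, Ser473-phosphorylated Akt read by HTRF (ex 330 nm, em 615/665 nm) as the 665/615 ratio.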
aSyn rescue: alpha-synuclein toxicity inhibition in yeast | Yeast expressing alpha-synuclein, growth rescue, BacTiter-Glo, 24 h | Potency, µM (highest dose often 46.1 µM), without a hit: at the highest dose growth rescue (activation), hits mostly activators | 0.14% of 370,000 active; also: potency is read from the fitted curve at half-maximal effect; % of control where 0% means no effect; nearly all actives have a fitted effect of over 65% in size
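Screening used galactose-induced yeast with toxic alpha-synuclein levels, exposed to compound for 24 hr at 30 deg C. Cell growth, read with BacTiter-Glo luminescence, gave the measured signal.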
GLP1R inv ag: GLP-1 receptor (human) inverse agonism; AID 624417; Potency, µM (top dose mostly 38.3 µM), for the others: at the top dose activity change, negative = inhibition, actives largely listed as inhibitors; HEK293 GLP-1R CRE-luciferase, luminescence, 24 h; GLP-1R form is constitutively active; P43220; 1.6% of 410,000 active; also: potency is read from the fitted curve at half-maximal effect; % is scaled to controls: 0 for no effect and ±100 for the full control effect; nearly all actives have a fitted effect of over 55% in size
Target sequence (P43220 whole entry, looked up): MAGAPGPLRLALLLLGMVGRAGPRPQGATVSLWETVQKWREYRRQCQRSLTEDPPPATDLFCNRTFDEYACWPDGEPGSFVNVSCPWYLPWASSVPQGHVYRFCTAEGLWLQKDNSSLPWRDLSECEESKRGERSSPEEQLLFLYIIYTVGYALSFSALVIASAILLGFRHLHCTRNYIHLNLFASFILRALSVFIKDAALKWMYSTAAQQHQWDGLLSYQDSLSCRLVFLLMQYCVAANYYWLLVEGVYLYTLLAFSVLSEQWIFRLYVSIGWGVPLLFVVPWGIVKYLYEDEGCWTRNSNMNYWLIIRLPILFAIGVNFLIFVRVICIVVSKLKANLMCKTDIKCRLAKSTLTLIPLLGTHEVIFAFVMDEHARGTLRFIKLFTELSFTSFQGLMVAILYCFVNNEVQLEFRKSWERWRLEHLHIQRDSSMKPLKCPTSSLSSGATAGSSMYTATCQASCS
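qHTS in 1536-well format: reporter HEK293 cells expressing constitutive GLP-1R activity in DMEM + 10% Nu serum, 24 hr with compounds at 37 deg C, luminescence read after 12 min with detection reagent.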
HEK293 tox: cytotoxicity in counter-screen for GLP-1R inverse agonists; 0.13% of 410,000 active; HEK293 cAMP-luciferase reporter cells, luminescence, 24 h; Potency, µM (series often up to 38.3 µM), inactives show at the highest dose activity change, negative = inhibition, hits mostly inhibitors;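 also: loss of luciferase light is scored as toxicity; potency is read from the fitted curve at half-maximal effect; % is scaled to controls: 0 for no effect and ±100 for the full control effect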
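Compound-treated cells are incubated 24 hr at 37 deg C under 5% CO2 after a 12 hour attachment period, then luciferase detection reagent is added and luminescence is measured following 12 min at room temperature; lowered signal indicates toxicity.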
Abeta rescue: A-beta toxicity reversal in yeast; Potency, µM (highest dose often 46.1 µM), inactives show at the highest dose growth rescue, most hits filed as activators; AID 1347071; 0.063% of 410,000 active; yeast expressing A-beta42, growth rescue, OD600, 48 h; response scale: 0% DMSO, 100% iron-clioquinol control; also: potency is read from the fitted curve at half-maximal effect; nearly all actives have a fitted effect of over 55% in size
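Yeast A-beta toxicity model in growth medium with pinned compounds, 48 h at 30 C; growth read as absorbance at 600 nm. Normalized to FeCl3/clioquinol equimolar mix (positive) and DMSO (negative).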
Mm-Cpn inhibitor: inhibitors of Methanococcus maripaludis chaperonin (MmCpn). purified Mm-Cpn ATPase, ADP Transcreener TR-FRET. 0.031% of 330,000 active. Potency, µM (titrated, usually from 76.9 µM), for the others: at the top dose activity, negative = inhibition, usual class: inhibitors; also: potency is read from the fitted curve at half-maximal effect; % is scaled to controls: 0 for no effect and ±100 for the full control effect; nearly all actives have a fitted effect of over 80% in size
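Compound-treated chaperonin, 25 nM final, turns over 10 uM ATP at 37°C for 30 min following a 10 min preincubation; ADP generated competes with ADP-d2 for Eu-cryptate antibody, lowering FRET.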
PTHR1 agonist: PTHR1 (human) receptor agonism; Q03431; HEK293 GP2 PTHR1 cells, GloSensor cAMP luminescence, 1 h; Potency, µM (series often up to 115 µM), inactives show at the top dose activation, usual class: activators; 0.075% of 410,000 active; AID 743266; also: potency is read from the fitted curve at half-maximal effect; nearly all actives have a fitted effect of over 55% in size; some results filed as inactive show a strong effect at the top dose; inactives centre near -15; many of its hits are not listed in these tables
Target sequence (Q03431 whole entry, looked up): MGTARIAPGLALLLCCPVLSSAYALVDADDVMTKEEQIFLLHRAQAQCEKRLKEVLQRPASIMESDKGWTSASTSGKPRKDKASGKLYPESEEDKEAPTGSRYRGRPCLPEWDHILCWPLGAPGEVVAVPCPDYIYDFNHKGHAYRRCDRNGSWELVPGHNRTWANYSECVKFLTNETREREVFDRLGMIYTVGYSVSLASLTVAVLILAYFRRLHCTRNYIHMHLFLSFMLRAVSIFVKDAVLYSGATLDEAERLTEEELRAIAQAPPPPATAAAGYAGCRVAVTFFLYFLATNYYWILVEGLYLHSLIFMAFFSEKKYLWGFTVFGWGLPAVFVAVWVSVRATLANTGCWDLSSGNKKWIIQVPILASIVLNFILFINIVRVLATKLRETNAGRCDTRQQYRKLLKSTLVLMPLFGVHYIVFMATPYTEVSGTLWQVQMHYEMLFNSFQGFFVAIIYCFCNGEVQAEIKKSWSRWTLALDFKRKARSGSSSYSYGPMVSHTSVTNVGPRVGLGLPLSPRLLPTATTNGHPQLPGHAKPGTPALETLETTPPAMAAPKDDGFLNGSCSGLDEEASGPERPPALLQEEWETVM
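HEK-293-derived GP2 cells expressing PTHR1 and a GloSensor cAMP reporter, 3,000/well, plated overnight, given luciferin plus IBMX (each 0.5 mM as added) for 1 h at 37 °C, then compound for 1 h at 37 °C. Luminescence was read after 15 min at room temperature.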
TDP-43 yeast inh: rescues yeast growth from TDP-43 toxicity | TDP-43 expressing yeast growth rescue, BacTiter-Glo, 24 h | Potency, µM (highest dose often 46.1 µM), inactives show at the top dose growth rescue (activation), usual class: activators | 1.8% of 410,000 active; also: potency is read from the fitted curve at half-maximal effect; % of control where 0% means no effect; nearly all actives have a fitted effect of over 50% in size
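Growth rescue of TDP-43-toxic yeast measured as ATP luminescence (BacTiter-Glo). Cells grown to mid-log in raffinose, induced in galactose at OD600=0.02, exposed to compound 24 hr at 30 deg C.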
* marks the source's active call; other numbers are inactive results; i = inactive; ? = inconclusive; . = not tested or not shown; [ ] = dose if it differs, or a comment. Unless noted, calls follow the shape of the dose curve; as a rule, active = well fitted curve in the direction sought with a large enough effect; inconclusive = small, poorly fitted or top-dose-only effect, or another doubt; inactive = no such curve, though single readings can be large; an effect the other way counts as inactive or inconclusive.

SMILES	FUS suppressor	pAkt inh	aSyn rescue	GLP1R inv ag	HEK293 tox	Abeta rescue	Mm-Cpn inhibitor	PTHR1 agonist	TDP-43 yeast inh
Cc1nnc(NC(=O)c2ccccc2-c2ccccc2C(=O)O)s1	12%	i	-11%	-19%	-3%	-3%	0%	0%	-11%
Cc1ccnc(NC(=O)c2ccc(NS(=O)(=O)/C=C/c3ccccc3)cc2)c1	38%	i	9%	11%	10%	7%	2%	-1%	13%
CCN(c1cccc(C)c1)S(=O)(=O)c1cccc(C(=O)O)c1	23%	i	-2%	-3%	-9%	3%	2%	-3%	-4%
CCOC(=O)c1c(C)[nH]c(C)c1S(=O)(=O)N1CCN(c2ccc(Cl)cc2)CC1	34%	.	.	?	2%	4%	.	i	19%
O=C(Nc1ccon1)c1ccc(S(=O)(=O)N2CCCCCC2)cc1	-7%	-116%*	1%	1%	3%	17%	0%	-35%[57.5 µM]	11%
CCSc1ccccc1C(=O)n1nnc2ccccc21	7%	i	7%	0%	-26%	8%	.	-14%[57.5 µM]	9%
Cc1noc(C)c1CS(=O)(=O)c1ccc([N+](=O)[O-])cc1	3%	i	2%	-1%	7%	9%	-4%	i	11%
COc1ccccc1NS(=O)(=O)c1ccc(Cl)c(NC(=S)NC(=O)C2CCCC2)c1	?	i	17%	?	3%	11%	2%	-18%	?
CN1CC[n+]2cnc3ccccc3c21	5%	i	-1%	0%	6%	21%	0%	-18%[57.5 µM]	19%
C=CCNc1nc(Cl)nc(NCc2ccco2)n1	-1%	i	-5%	5%	-26%	-3%	1%	-2%	2%
Cc1cc(N/C=C\C(=O)c2ccc(Cl)c(Cl)c2)no1	-28%	i	-8%	30%	-2%	-4%[9.22 µM]	-1%	-17%	4%
CCOC(=O)C(NC(=O)c1ccc(OC)cc1)(Nc1cc(C)on1)C(F)(F)F (stereo unspecified)	8%	i	-3%	-10%	-22%	-3%	-2%	-3%[57.5 µM]	-12%

Full records as entered above:
Cc1cc(N/C=C\C(=O)c2ccc(Cl)c(Cl)c2)no1 is listed as FUS suppressor = -28%; pAkt inh = i; aSyn rescue = -8%; GLP1R inv ag = 30%; HEK293 tox = -2%; Abeta rescue = -4%[9.22 µM]; Mm-Cpn inhibitor = -1%; PTHR1 agonist = -17%; TDP-43 yeast inh = 4%
CN1CC[n+]2cnc3ccccc3c21 is listed as FUS suppressor = 5%; pAkt inh = i; aSyn rescue = -1%; GLP1R inv ag = 0%; HEK293 tox = 6%; Abeta rescue = 21%; Mm-Cpn inhibitor = 0%; PTHR1 agonist = -18%[57.5 µM]; TDP-43 yeast inh = 19%

More results
SMILES	FUS suppressor	pAkt inh	aSyn rescue	GLP1R inv ag	HEK293 tox	Abeta rescue	Mm-Cpn inhibitor	PTHR1 agonist	TDP-43 yeast inh
Cc1cc2cc(CCNS(C)(=O)=O)c(=O)[nH]c2cc1C	-5%	i	-16%	-12%	-18%	-5%	-3%	-4%[57.5 µM]	0%
COc1ccc(C2C(C(=O)c3cccs3)=C(O)C(=O)N2CCN2CCOCC2)c(OC)c1 (stereo unspecified)	-3%	i	-4%	-4%	4%	9%	0%	-12%	-11%
NC(=O)CC(NC(=O)c1ccccc1)C(=O)O (stereo unspecified)	-9%	i	2%	-7%	2%	10%	.	-5%	19%
CCCCN1C[C@H](C)[C@@H](CC(=O)NC)C1=O	3%	i	0%	17%	17%	-3%	.	i	?
Cc1cccc(C)c1NC(=O)c1sccc1SCc1cccc(C(F)(F)F)c1	36%	i	3%	?	6%	8%	-3%	-3%[57.5 µM]	-9%
CC(C)CCN1CCN(Cc2cnc(-c3ccccc3)s2)CC1CCO (stereo unspecified)	-3%	i	4%	?	-19%	2%	2%	i	19%
C[C@@H](N)C(=O)NC[C@H]1CC[C@H](C(=O)N[C@@H](Cc2ccccc2)C(=O)O)CC1	-17%	i	-4%	4%	-18%	-14%	6%	5%	-30%
CC(=O)N1CN(C2CC(C)(C)NC(C)(C)C2)Cc2c1sc1c2CCCC1	8%	i	1%	?	-25%	14%	2%	-20%	1%
Cc1ccc2oc(=O)c(S(=O)(=O)c3ccc(F)cc3)cc2c1	32%	.	.	-5%	228%[activator]	-18%	.	-30%	-6%
CCN(CC)c1ccc(NC(=O)c2cc(Cl)ccc2OC)cc1	-2%	i	-8%	?	53%[activator]	0%	0%	i	-19%
N/C(Cc1cccc2ccccc12)=N\OC(=O)c1ccc2c(c1)OCO2	7%	i	-5%	5%	4%	9%	1%	i	0%
C=C(CCC(=O)c1ccccc1)C(=O)c1ccccc1	-19%	i	-6%	?	-29%	-31%[inhibitor]	-4%	-26%	29%
Cc1ccc(NC(=O)ON=C2CCCC2)cc1	-13%	i	-68%[inhibitor]	94%[activator]	?	-95%[inhibitor]	-2%	-27%	-94%[inhibitor]
Cc1nc(SCc2nc3c([N+](=O)[O-])cccc3[nH]2)c2oc3ccccc3c2n1	-7%	.	.	.	.	?	-3%	-64%	.
CCOc1cc(N2CCOCC2)c(OCC)cc1NC(=O)COC(=O)C1CCCN1S(=O)(=O)c1ccccc1F (stereo unspecified)	35%	i	-1%	17%	-32%	-5%	1%	i	9%
O=C(Nc1nc(-c2nc3ccccc3s2)cs1)c1ccco1	34%	i	1%	2%	4%	6%	-8%	i	?
O=C(Nc1ccc(Br)cc1)c1ccc(F)c(S(=O)(=O)N2CCc3ccccc32)c1	17%	.	.	4.5µM*	-11%	1%	.	-33%[inhibitor]	11%
O=c1[nH]c2cc([N+](=O)[O-])cc(Cl)c2c2ccccc12	-9%	i	19%	3%	4%	-3%	.	-5%	26%
O=C(COC(=O)Cc1cccc(C(F)(F)F)c1)Nc1ccc2c(c1)OCCO2	23%	i	11%	2%	23%	3%	1%	-5%	1%
O=C(NNC(=S)Nc1cccc(C(F)(F)F)c1)c1ccc(Cl)cc1Cl	-1%	i	-5%	-26%	15%[1.53 µM]	1%	-2%	-36%[inhibitor]	23%
O=S(=O)(c1cccc2ccccc12)N1CCC2CC1c1cc(-c3ccc4c(c3)OCO4)ccc12 (stereo unspecified)	-31%	i	0%	10%	5%	-12%	.	-7%	10%
O=C(O)c1cc([N+](=O)[O-])cc2c1C=Cc1ccccc1O2	20%	i	-4%	5%	-2%	-2%	-2%	-5%	-15%
CCC(C)(C)n1nnnc1C(c1ccncc1)N1CCC(Cc2ccccc2)CC1 (stereo unspecified)	38%	i	13%	?	-16%	1%	1%	-18%	-3%
OC(CN1CCCCC1)Cn1c2ccccc2c2cc(Br)ccc21 (stereo unspecified)	31%	i	-1%	?	?	-5%	-3%	-7%	-19%
CCOC(=O)Nc1ccc2c(c1)N(C(=O)CCN1CCN3CCCC3C1)c1ccccc1CC2 (stereo unspecified)	29%	.	-1%	0%	-20%	1%	1%	-4%[57.5 µM]	-17%
CCc1nc2c(OCc3ccc(F)cc3)cccn2c1N(C)C(=O)c1ccc(C)cc1	28%	i	18%	-38%	15%	24%	.	-85%[inhibitor]	16%
CCCCC(=O)N(C)c1c(CC)nc2c(OCC(=O)C(C)(C)C)cccn12	-5%	i	-1%	9%	1%	4%	.	i	21%
CCOC(=O)C1=C(C)N(C)C(=O)NC1c1c(O)ccc2ccccc12 (stereo unspecified)	5%	i	7%	9%	1%	12%	1%	i	-11%
COc1ccc2oc(-c3cccc(NC(=O)c4sc5c([N+](=O)[O-])cccc5c4Cl)c3)nc2c1	-10%	.	2%	0%	3%	-26%	.	3%	-8%
CN(C)S(=O)(=O)n1cc(/C=C(\NC(=O)c2ccccc2Cl)C(=O)N2CCOCC2)c2ccccc21	-12%	i	0%	8%	5%	3%	0%	-20%	10%
Cc1ccc(OCc2nnc(SC(C)C(=O)O)n2-c2ccccc2)cc1 (stereo unspecified)	-3%	i	0%	-9%	-6%	4%	-2%	i	.
Cn1c(=O)c2c(nc(N3CCCCCC3)n2CC(=O)c2ccccc2)n(C)c1=O	-17%	i	8%	33%[activator]	7%	-7%	-7%	i	-7%
COc1ccc2nc(N3CCC(C)CC3)c(C#N)cc2c1	16%	-103%*	-1%	0%	378%[activator]	-2%	-2%	-22%	35µM*
Cc1nc(Oc2ccc(S(=O)(=O)N3CCOCC3)cc2Cl)c2c3c(sc2n1)CCCC3	?	i	?	?	-13%	2%	1%	-3%	15%
COc1ccc(/C=C/c2ccncc2)cc1OC	12%	i	4%	216%[activator]	-2%	9%	-5%	i	16%
Cc1nc2ccc(S(=O)(=O)N(C)CC(=O)N3CCc4ccccc4C3)cc2s1	22%	i	8%	-22%	8%	-18%	0%	-11%[57.5 µM]	?
O=C(Cc1ccccc1)Nc1ccc(SC(F)F)cc1	2%	i	-4%	?	-2%	7%	2%	-34%[inhibitor]	?
COC(=O)Cc1ccc(NC(C)=O)cc1	1%	i	1%	-7%	6%	-12%	-8%	-5%	10%
COc1ccc2c(c1)CC/C2=N\OC(=O)c1cccc(C)c1	.	i	-54%[inhibitor]	9%	?	-1%	1%	-4%	5µM*
CCOC(=O)c1ccc(NC(=O)CCCn2c(=O)c3cccn3c3ccccc32)cc1	-2%	.	.	11%	-6%	5%	.	i	3%
CN(C)S(=O)(=O)c1cccc(N=C2SCCN2Cc2ccccc2)c1	23%	i	-4%	11µM*	15%	-3%	-2%	-30%	9%
CCC(=O)NCCc1nc2cc(NC(=O)c3ccccc3OC)ccc2n1C	17%	i	-1%	0%	20%	0%	1%	-14%	-20%
CCOC(=O)C1CCN(C(=O)CSc2n[nH]c(-c3ccccc3)n2)CC1	8%	.	.	13%	-1%	-4%	.	10%	-7%
CN(C)S(=O)(=O)Nc1ccc(NS(=O)(=O)N(C)C)c(S(=O)(=O)c2ccccc2)c1	24%	i	-1%	9%	2%	23%	0%	-3%[57.5 µM]	5%

From PubChem BioAssay

An excerpt. The share of hits here may be higher or lower than overall.
